ST2 inh – IL1RL1 inhibition. 78,000 compounds, 2.3% hits. AID 1259354. Q01638. AlphaLISA ST2-Fc/biotin-IL-33 interaction, 1 h. inhibition, % for hits at 17 µM; in the data active = inhibition above about 30%; inconclusive = mostly about 10% to 28%
Target sequence (Q01638 whole entry, looked up): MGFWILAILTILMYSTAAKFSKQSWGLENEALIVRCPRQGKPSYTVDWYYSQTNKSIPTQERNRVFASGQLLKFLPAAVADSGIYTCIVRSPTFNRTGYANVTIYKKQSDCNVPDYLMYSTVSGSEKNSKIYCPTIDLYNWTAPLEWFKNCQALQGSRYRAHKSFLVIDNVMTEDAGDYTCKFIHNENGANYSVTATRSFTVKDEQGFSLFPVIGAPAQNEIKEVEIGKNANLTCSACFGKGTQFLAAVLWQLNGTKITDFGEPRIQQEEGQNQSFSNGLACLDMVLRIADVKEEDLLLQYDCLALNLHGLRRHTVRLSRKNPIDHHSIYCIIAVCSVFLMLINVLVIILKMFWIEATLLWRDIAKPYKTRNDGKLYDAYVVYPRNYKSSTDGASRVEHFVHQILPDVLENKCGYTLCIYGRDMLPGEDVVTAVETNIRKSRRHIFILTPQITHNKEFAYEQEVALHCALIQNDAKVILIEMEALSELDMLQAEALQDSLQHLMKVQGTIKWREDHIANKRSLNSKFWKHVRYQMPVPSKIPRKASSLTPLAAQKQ
Numbers without * were called inactive; i = inactive; ? = inconclusive. The list is partial, so the mix of outcomes need not match the whole.

mol | ST2 inh
CCC(=O)Nc1ccc(OCC(=O)N2[C@@H]3CC[C@H]2CC(O)C3)cc1 (stereo not given in full) | i
CCC(C)(C)c1nnc(NC(=O)NCc2ccc(F)cc2F)s1 | i
Cc1cc2nc(Cc3ccccc3Cl)c(=O)[nH]c2cc1C | i
O=C1c2ccccc2C(Nc2ccc(F)cc2)N1Cc1ccccc1 (stereo not given) | i
O=C1N=C(N2CCCC2)CN1c1ccccc1 | i
Cc1ccc(C2(O)CCN(C(=O)CC3NC(=O)c4ccccc43)CC2)nc1 (stereo not given) | i
FC(F)(F)c1cccc(N2CCN(C3CCCN(C4C5CC6CC(C5)CC4C6)C3)CC2)c1 (stereo not given) | i
CCOCc1cn(CC(=O)c2ccc([N+](=O)[O-])cc2)c(C)nc1=N | ?
Cc1nc(CC(=O)N2CCc3nnc(CCc4ccccc4)n3CC2)c(C)s1 | i
CCOc1ccc(-c2nc(SCC(=O)NC(C)CCc3ccccc3)n3[nH]c(=O)cc3n2)cc1 (stereo not given) | i
O=C(NC1CCCCC1)c1cc(=O)[nH]c2ccc(S(=O)(=O)N3CCCCCC3)cc12 | i
Cc1c(C(C)NC(=O)/C=C/c2cccs2)cnn1-c1ccccn1 (stereo not given) | i
O=C(Nc1ccc(Br)cn1)c1sc2ccccc2c1Cl | i
CCOC(=O)c1c(CC(C)C)csc1NC(=O)c1ccc(C)cc1 | i
COCCNC(=O)c1ccc(CN(c2ccc(C)c(C)c2)S(C)(=O)=O)cc1 | i
O=C1NCCCC[C@@H]1NC1CCN(c2cccc(NS(=O)(=O)c3ccc(F)cc3)c2)CC1 | i
C=C1C(O[C@@H]2O[C@H](CO)[C@@H](O)[C@H](O)[C@@H]2O)CC2C(C)(C)C(O)CCC2(C)C1CC/C(C)=C\CO (stereo not given in full) | ?
O=[N+]([O-])c1cc(C(F)(F)F)ccc1NCCc1ccccc1 | 33%*
CCCCn1c(CN2CC(C)OC(C)C2)nc2c1c(=O)[nH]c(=O)n2C (stereo not given) | i
O=C(NCc1ccc(N2CCCC2=O)cc1)c1cn(CC2CCCO2)nn1 (stereo not given) | i
CCCCC(=O)Nc1ccc(C)cc1NC(=O)c1cc(C(C)C)on1 | i
O=C(c1ccc(CS(=O)(=O)c2ccc(Br)cc2)o1)N1CCCC1 | ?
CCCOc1ccc(N2C(=O)C3C4C=CC(CC4)C3C2=O)cc1 (stereo not given) | i
Cc1ccc(-c2cc(O)c3c(c2)CN(Cc2nnc(C)s2)CCO3)s1 | i
Cc1nonc1C1CCCN1C(=O)CN1CCOc2ccccc2C1 (stereo not given) | i
O=[N+]([O-])c1ccc(OCCCN2CCCC2)cc1 | i
Nc1cc(Br)cc2cccnc12 | i
CCCc1nnc(NC(=O)CC(NC(=O)C(F)(F)F)c2ccccc2)s1 (stereo not given) | i
Cc1c(C(=O)Nc2ccc3c(c2)OCO3)sc2ncnc(N3CCCCC3C)c12 (stereo not given) | i
O=C1C2CC=C(Cl)CC2C(=O)N1CNc1ccccc1 (stereo not given) | i

Part of the list above, as labelled records:
CCOCc1cn(CC(=O)c2ccc([N+](=O)[O-])cc2)c(C)nc1=N
  ST2 inh = ?

Cc1nc(CC(=O)N2CCc3nnc(CCc4ccccc4)n3CC2)c(C)s1
  ST2 inh = i

A second format for part of the listing above.
FC(F)(F)c1cccc(N2CCN(C3CCCN(C4C5CC6CC(C5)CC4C6)C3)CC2)c1 (stereo not given)
  ST2 inh: i

CCCCn1c(CN2CC(C)OC(C)C2)nc2c1c(=O)[nH]c(=O)n2C (stereo not given)
  ST2 inh: i

Cc1ccc(-c2cc(O)c3c(c2)CN(Cc2nnc(C)s2)CCO3)s1
  ST2 inh: i

CCCOc1ccc(N2C(=O)C3C4C=CC(CC4)C3C2=O)cc1 (stereo not given)
  ST2 inh: i

The list goes on.
mol | ST2 inh
CC(C)c1ccc(C2N3CC4(C)CN2CC(C)(C3)C4=O)cc1 (stereo not given) | ?
COc1cc(C(=O)N(c2ccccn2)C2CCCCC2)cc(OC)c1OC | i
CCOC(=O)C1CCCN(C(=O)c2ccc3oc(Cc4ccccc4)nc3c2)C1 (stereo not given) | i
Cc1occc1C(=O)N1CCCC(O)(CO)CC1 (stereo not given) | i
COc1ccccc1N1COc2ccc(F)cc2C1 | i
CCO[C@H]1[C@H](NC(=O)c2cccnc2)c2ccccc2C12CCN(C(=O)c1ocnc1C)CC2 | i
CCCS(=O)(=O)N1CCC(C(=O)NC2CCCCC2C)CC1 (stereo not given) | i
CCCC(O)=C1C(=O)CC(C)(C)CC1=Nc1cccc([N+](=O)[O-])c1 | i
CC(=O)N1c2c(cc(Br)cc2S(=O)(=O)Nc2ccc(C)c(Cl)c2)CC1C (stereo not given) | ?
CCC1CCCCN1C(=O)c1cnn(-c2nccc(-c3cc(C)sc3C)n2)c1COC (stereo not given) | ?
CC(C)c1nc2cc(C(=O)N3CCSCC3)ccc2o1 | ?
COc1ccc(OCC(O)Cn2cnc3cc(C)c(C)cc32)cc1 (stereo not given) | i
CCN(CC)C(=O)c1sc(NC(=O)c2c(OC)cccc2OC)c(C#N)c1C | i
COc1ccc(NC(=O)CSc2nc3ccccc3o2)c([N+](=O)[O-])c1 | ?
Clc1ccc(OCCCCn2ccnc2)c(Br)c1 | i
Cc1nc(NCCc2ccccc2)c2c3c(sc2n1)CCC3 | ?
Cc1cc(C(=O)N2CCOc3ccc(CN4CCC(OCc5ccccc5)CC4)cc3C2)c(C)o1 | i
CCc1nc(CN(C)CCC(=O)NC2CCCCCC2)no1 | i
O=C(Cn1ccc2ccccc2c1=O)NCC(=O)Nc1ccccn1 | i
O=C1c2cccnc2C(=O)N1C1CCCCC1 | ?
O=C(NCc1ccccc1C(F)(F)F)C1CC12CCN(C(=O)C13CC4CC(CC(C4)C1)C3)CC2 (stereo not given) | ?
CCCc1nc2nc[nH]n2c(=O)c1NC(=O)Nc1ccccc1F | i
O[C@@H]1C[C@@H](c2nc(-c3ccc4c(c3)OCO4)no2)N(Cc2ccc(C(F)(F)F)cc2)C1 | i
O=C(Nc1ccc(O)cc1)c1cc2ccccn2n1 | i
COc1cc(F)c(-c2nccn2CCCN2CCOCC2)cc1OC | ?
O=C1NC(=O)N(c2cccc(F)c2)C(=O)/C1=C/c1cccn1-c1ccccc1 | i
COc1ccc(N=C2C(=O)N(CN3CCC(C)CC3)c3ccc(Br)cc32)cc1 | ?
CN(CCC(O)c1ccccc1)c1nncc(-c2cc3ccccc3o2)n1 (stereo not given) | i
COC(=O)CN(c1cccc(OC)c1)S(=O)(=O)c1ccc(Cl)cc1 | i
CCN1CCN(C(=O)c2ccc3c(c2)N(Cc2ccc(C)cc2)CCS3)CC1 | i

Ordered by heavy-atom count (high to low): four of the compounds above.
mol | ST2 inh
Cc1cc(C(=O)N2CCOc3ccc(CN4CCC(OCc5ccccc5)CC4)cc3C2)c(C)o1 | i
O=C(NCc1ccccc1C(F)(F)F)C1CC12CCN(C(=O)C13CC4CC(CC(C4)C1)C3)CC2 (stereo not given) | ?
CC(=O)N1c2c(cc(Br)cc2S(=O)(=O)Nc2ccc(C)c(Cl)c2)CC1C (stereo not given) | ?
O=C(Cn1ccc2ccccc2c1=O)NCC(=O)Nc1ccccn1 | i

A second format for two compounds above:
> CCN(CC)C(=O)c1sc(NC(=O)c2c(OC)cccc2OC)c(C#N)c1C
- ST2 inh = i
> Cc1nc(NCCc2ccccc2)c2c3c(sc2n1)CCC3
- ST2 inh = ?

More entries:
mol | ST2 inh
COc1ccc(CN(C)C(=O)Nc2n[nH]c(Cc3ccccc3)n2)cc1 | i
CCc1ccc(-c2nc(CSCC(=O)NCc3ccc(C)cc3)c(C)o2)cc1 | i
CCCc1nnc2sc(Cc3ccc4nc(C)[nH]c4c3)nn12 | ?
O=C(Nc1ccc(NC(=O)c2cccs2)cc1)c1ccc(NC(=O)c2cccs2)cc1 | i
Cc1ccc(C(=O)Nc2cc3cc(Br)ccc3oc2=O)cc1 | i
COc1ccc(-n2nc3cc(C)c(NC(=O)c4ccc([N+](=O)[O-])c(C)c4)cc3n2)cc1 | i
CCc1ccc(CN2CCN(c3ncccn3)CC2)cc1 | ?
CCO[C@H]1COC[C@@H]1NC(=O)C1(c2ccccc2F)CC1 | ?
CCC(=O)N[C@@H]1c2ccccc2C2(CCN(C/C(C)=C/c3ccco3)CC2)[C@H]1OCCOC | i
CCC(C)NC(=O)CN1C(=O)C(CC)Oc2ccc(C)cc21 (stereo not given) | i
NS(=O)(=O)c1cc(C(=O)Nc2ccccc2F)c(Cl)cc1Cl | i
Cc1nc(N2CC[C@@H](N3CCOCC3)[C@H](O)C2)cc(-n2cccn2)n1 | i
O=C(O)c1ccc(CN2C[C@H](O)C[C@H]2c2nc(CS(=O)(=O)c3ccc(F)cc3)no2)cc1 | i
CCN(C(=O)Cc1c(C(=O)O)n(CC)c2ccccc12)c1cc(OC)ccc1OC | i
Cn1nc(C2CCN(c3ncccc3C(N)=O)CC2)n(-c2ccccc2)c1=O | ?
COc1ccccc1OCc1cc(C(=O)NCc2ccc(N3CCCC3=O)cc2)no1 | i
O=C(NCc1ccco1)c1c(F)c(F)c(F)c(F)c1F | ?
Cc1ccccc1OCC(=O)N1N=C(c2ccc(Cl)cc2)CC1(O)C(F)(F)F (stereo not given) | ?
Cc1ccc(F)cc1N1C(=O)C2CC=CCC2C1=O (stereo not given) | ?
Cc1cc2ccccc2c(=O)n1CC(=O)NCC(=O)NC1CCCCC1 | i
O=C(NCc1cccnc1)c1ccc(CS(=O)(=O)c2ccc(Br)cc2)o1 | i
COC(=O)[C@@H]1C[C@@H](NC(=O)CCn2nnc3ccccc32)CN1C | i
Cc1occc1C(=O)Nc1ccc(C(=O)N(Cc2ccncc2)C2CC2)cc1 | ?
COC(=O)Nc1ccc(S(=O)(=O)N2CCC(C(=O)N3CCCC(C)C3)CC2)cc1 (stereo not given) | i
COc1ccc(-c2oc3ncn(CCCO)c(=N)c3c2-c2ccc(OC)cc2)cc1 | i
CCOc1cc(CN2CCc3ccccc3C2)ccc1OC | i
CCOC(=O)c1sc2ccccc2c1NC(=O)c1ccc2c(c1)OCCO2 | ?
CCn1ncc2c1NC(=O)CC2c1cc(OC)c(OC)c(OC)c1 (stereo not given) | ?
COCCNC(=O)c1ccc2nc3ccccc3c(=O)n2c1 | i
O=C(Nc1ccccc1Cl)c1ccccc1[N+](=O)[O-] | i

Continued:
canonical_smiles | ST2 inh
Cc1ccccc1C(=O)N1CCC(C(=O)NC2CCCCC2)CC1 | i
O=C1NC(=O)/C(=C\c2ccccc2OCc2ccc(C(=O)O)cc2)N1 | i
COc1ccc(C(=O)n2nnc3ccccc32)cc1[N+](=O)[O-] | i
O=C(CSc1nc2c(c(=O)n1-c1ccc(Cl)cc1)SCC2)NC1CCCCC1 | i
COc1ccccc1N1CCN(C(=O)CCCn2c(=O)[nH]c3ccsc3c2=O)CC1 | i
COc1cc2c(C(=O)Nc3ccc4c(c3)OCCO4)cn(C)c(=O)c2cc1OC | i
O=C1NCC2(CCN(c3ccnc(C(=O)NCCc4ccccc4)c3)CC2)O1 | ?
O=C(c1cn(CCC2CCCCC2)nn1)N1CCCCC1c1nccs1 (stereo not given) | i
CCn1cc(C(=O)NC2CCCC2)c(=O)c2cc(S(=O)(=O)N3CCCCCC3)ccc21 | i
CC1=C(C(=O)Nc2ccc(C)cn2)C(c2ccsc2)C2=C(CCCC2=O)N1 (stereo not given) | ?
Cc1ccc(-n2c(SCC(=O)NCCc3ccccc3)nc3c(c2=O)SCC3)cc1 | 31%*
COc1ccc2cc3cc(C(=O)Nc4cc([N+](=O)[O-])ccc4OC)oc3nc2c1 | i
COc1cc2c(cc1CN1CCN(c3cc(C(N)=O)ccn3)CC1)CCC2 | ?
Cc1ccccc1Cn1cc(C(=O)Nc2ccc(F)c(F)c2)ccc1=O | i
Cc1ccc(CN2CCC[C@H]2c2nc(-c3ccc(F)cn3)no2)cc1 | i
O=C(NC(c1ccccc1)c1ccccc1)C1CCCN(S(=O)(=O)c2cnc[nH]2)C1 (stereo not given) | i
CCCC(=O)Nc1ccc(Nc2nc(C)cc(Nc3ccc(OC)cc3)n2)cc1 | i
CCN(CC)C(=O)C1CCCN(Cc2cc(OC)ccc2OC)C1 (stereo not given) | i
CN(CC1(CO)CCCC1)C(=O)Cc1ccncc1 | ?
CCOc1nc2c(c(=O)n(C)c(=O)n2C)n1Cc1ccc(Cl)cc1Cl | ?
CC(C)c1ccc(NC(=O)C(=O)NCc2ccc3c(c2)OCO3)cc1 | ?
Cc1ccc(C)c(-c2csc(Nc3ccc(Cl)cc3)n2)c1 | i
Cc1ccc(Oc2cc(NC(=O)CCCn3nc(C)c([N+](=O)[O-])c3C)cc([N+](=O)[O-])c2)cc1 | ?
COCc1nc(NCCN2CCC(c3ccccc3)C2)c2cnn(C)c2n1 (stereo not given) | i
CCOC(=O)C1=C(C)Nc2nc(SC)nn2C1c1ccc(C(=O)OC)cc1 (stereo not given) | i
CC(C)(C)NS(=O)(=O)c1ccc(C(C)(C)C)cc1 | i
O=[N+]([O-])c1cc2c(cc1C=Nc1ccc3oc(-c4cccc(F)c4)nc3c1)OCO2 | i
COc1ccc(/C=C2/SC(=O)N(CCC(=O)Nc3ccccc3Br)C2=O)cc1 | i
Cc1ccc(Nc2cc(C)nc(Nc3ccc(NC(=O)c4cc(C)cc(C)c4)cc3)n2)cc1 | ?
CCOC(=O)c1c(NC(=O)c2cc3cc(Br)ccc3oc2=O)sc2c1CCC2 | ?
CCCCn1c(C23CC4CC(CC(C4)C2)C3)cn2c3c(=O)n(C)c(=O)n(C)c3nc12 | i
COC(=O)[C@H]1C[C@@H](O)CCN1C(=O)CSc1ccccn1 | i
COc1cccc(C2C(C(=O)Nc3nc4ccccc4s3)=C(C)NC3=C2C(=O)CC(C)(C)C3)c1 (stereo not given) | i
O=c1c(Cl)c(O)cnn1C1CCCCC1 | i
Cc1ccc(NC(=O)C2CCN(S(=O)(=O)c3c(C)n[nH]c3C)CC2)nc1 | i
COc1ccc(C(=O)NCCn2cc(SCc3cccc(F)c3)c3ccccc32)cc1 | i
O=C(c1ccc(Cl)cc1)N1N=C(c2ccc(Cl)cc2)CC1(O)C(F)(F)F (stereo not given) | i
